FLuc modulator: firefly luciferase modulation, counter-screen for miR-21 project | purified FLuc, Km substrates, luminescence inhibition | P08659 | actives 6.9% (n = 360,000) | AID 588342 | Potency, µM (highest dose often 57.5 µM), inactives show at the highest dose activity change, negative = inhibition, actives largely listed as inhibitors; active = well fitted inhibition curve with a large enough effect; inconclusive = small, poorly fitted or top-dose-only effect;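 note: plate controls were vehicle for no effect and reference inhibitor for full effect; nearly all actives have a fitted effect of over 55% in size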
Target sequence (P08659 whole entry, looked up): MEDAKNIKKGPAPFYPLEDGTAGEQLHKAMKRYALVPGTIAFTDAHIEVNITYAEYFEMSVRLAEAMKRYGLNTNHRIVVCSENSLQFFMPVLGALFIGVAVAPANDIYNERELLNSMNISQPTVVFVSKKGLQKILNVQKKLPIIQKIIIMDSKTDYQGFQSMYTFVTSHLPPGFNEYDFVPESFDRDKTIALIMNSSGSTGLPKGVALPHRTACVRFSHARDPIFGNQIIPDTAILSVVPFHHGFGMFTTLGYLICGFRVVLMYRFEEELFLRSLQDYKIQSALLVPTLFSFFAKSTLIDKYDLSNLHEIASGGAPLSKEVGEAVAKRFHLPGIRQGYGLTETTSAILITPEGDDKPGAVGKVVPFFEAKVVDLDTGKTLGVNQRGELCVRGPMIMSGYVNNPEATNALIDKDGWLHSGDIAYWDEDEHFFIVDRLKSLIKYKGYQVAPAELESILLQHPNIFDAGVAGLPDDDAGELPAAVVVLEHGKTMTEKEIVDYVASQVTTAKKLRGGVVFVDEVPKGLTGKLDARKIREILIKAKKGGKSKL
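Purified P. pyralis luciferase (10nM final) with 10uM D-luciferin and 10uM ATP (Km levels) in 50mM Tris acetate pH 7.5, 10mM Mg acetate, 0.01% Tween-20, 0.05% BSA; qHTS 6-point titration, ~60 µM downward; luminescence read.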
Numbers without * were called inactive; ? = inconclusive. Potency is the fitted concentration of half-maximal effect.

> CCOC(=O)CC(NC(=O)N1CCC(CN2CCC(C)CC2)CC1)c1ccccc1 (centres undefined)
- FLuc modulator: 3.5%

> COc1cccc(CNC(=O)CCCN2C(=O)CCn3nc(-c4cccn4C)cc32)c1
- FLuc modulator: -3.2%

> COc1ccc(C2=C(C(C)=O)Sc3nnc(-c4ccc(C)cc4)n3N2C(C)=O)cc1OC
- FLuc modulator: -0.1%

> O=S(=O)(c1ccc(Br)cc1)c1nc(-c2ccco2)oc1SCc1ccccc1Cl
- FLuc modulator: 0.3%

> Cc1ccccc1C(=O)Oc1cc(-c2ccc3c(c2)OCO3)cc(=O)c2c(C)oc(C)c12
- FLuc modulator: -24.5%

> Clc1cccc(-n2ncc3c(NCCc4ccccc4)ncnc32)c1
- FLuc modulator: ?

> CCCCn1c(=O)c2oc3ccccc3c2n(CC(=O)Nc2cccc(Cl)c2)c1=O
- FLuc modulator: -4.1%

> CCc1ccc(NC(=O)Cn2nnc(-c3ccccc3N)n2)cc1
- FLuc modulator: -1.2%

> Cc1cc2oc(C(=O)Nc3sc4c(c3C(=O)NCC3CCCO3)CCCC4)cc(=O)c2cc1C (centres undefined)
- FLuc modulator: -3.6%

> Cc1cc2c(cc1S(=O)(=O)NCc1ccc(F)cc1)n(C)c(=O)c(=O)n2C
- FLuc modulator: -4.4%

> O=C1C(=O)N(C2CCNCC2)CCN1Cc1ccccc1
- FLuc modulator: -4.7%

> CCCCOc1ccc(C2c3c(-c4ccccc4O)n[nH]c3C(=O)N2Cc2ccncc2)cc1OC (centres undefined)
- FLuc modulator: -10.8%

> COc1ccc(-c2cn3c(n2)sc2cc(C(=O)NCCc4ccccc4)ccc23)cc1
- FLuc modulator: -12.8%

> CCOC(=O)c1cnc2c(ccc3ccccc32)c1Nc1ccccc1OC
- FLuc modulator: -1.2%

> O=C(CN1CCN(c2ccc(Cl)cc2)CC1)Nc1ccc(F)cc1F
- FLuc modulator: 2.5%

> COc1cccc(CNC(=O)CC(c2ccc(F)cc2)N2Cc3ccccc3C2=O)c1 (centres undefined)
- FLuc modulator: 0.8%

> CCCc1cnc2c(c1SCC(=O)Nc1ccc(C)c(Cl)c1)c(=O)n(C)c(=O)n2C
- FLuc modulator: -12.2%

> Cc1ccc(-n2ncc3c(Nc4cccc(C(F)(F)F)c4)ncnc32)cc1C
- FLuc modulator: 15.1µM*

> CCOc1ccc(C2C(C(=O)Nc3ccccc3)=C(C)Nc3nc(SCc4cc(C)ccc4C)nn32)cc1 (centres undefined)
- FLuc modulator: -2.7%

> O=C(NCc1ccc(F)cc1)c1cc2cccc3c2n1CCS3
- FLuc modulator: 0.1%

> CCOc1ccc(NC(=O)CSC2=Nc3ccccc3C3=NC(CC(=O)NCc4ccccc4OC)C(=O)N23)cc1 (centres undefined)
- FLuc modulator: -3.3%

> CCSc1ncc(Cl)c(C(=O)N(Cc2ccccc2Cl)C2CCS(=O)(=O)C2)n1 (centres undefined)
- FLuc modulator: 7.3%

> COc1cccc(CNC(=O)CSc2n[nH]c(-c3ccccc3Cl)n2)c1OC
- FLuc modulator: -16.3%

> CC(C)CNC(=O)c1c(-c2ccccc2)c(-c2ccccc2)nn(C)c1=O
- FLuc modulator: 2.8%

> COc1ccccc1CNC(=O)CSc1ncc2c(n1)-c1ccc(Cl)cc1N(Cc1ccccc1)S2(=O)=O
- FLuc modulator: 4.1%

> CCOc1ccc(CCNC(=O)c2ccc3c(c2)sc2nc(-c4ccc(F)cc4)cn23)cc1OCC
- FLuc modulator: -8.5%

> CCN(CC)CCCNC(=O)c1ccc2c(c1)NC(=O)C(CS(=O)(=O)Cc1cccc(Br)c1)N2 (centres undefined)
- FLuc modulator: -5.4%

> COc1ccc(NC(=O)c2cc(C3CC3)nc3c2c(C)nn3-c2ccccc2)cc1
- FLuc modulator: -10.3%

> Clc1ccc2nc(NCc3ccccc3)c3nncn3c2c1
- FLuc modulator: 0.7%

> COc1ccc(NC(=O)c2oc3c(c2C)-c2nn(Cc4ccccc4Cl)cc2CC3)cc1OC
- FLuc modulator: -3.5%

As a working copy, 14 of the compounds above:
> CCCc1cnc2c(c1SCC(=O)Nc1ccc(C)c(Cl)c1)c(=O)n(C)c(=O)n2C
- FLuc modulator: -12.2%

> Cc1ccc(-n2ncc3c(Nc4cccc(C(F)(F)F)c4)ncnc32)cc1C
- FLuc modulator: 15.1µM*

> CCOc1ccc(C2C(C(=O)Nc3ccccc3)=C(C)Nc3nc(SCc4cc(C)ccc4C)nn32)cc1 (centres undefined)
- FLuc modulator: -2.7%

> O=C(NCc1ccc(F)cc1)c1cc2cccc3c2n1CCS3
- FLuc modulator: 0.1%

> CCOc1ccc(NC(=O)CSC2=Nc3ccccc3C3=NC(CC(=O)NCc4ccccc4OC)C(=O)N23)cc1 (centres undefined)
- FLuc modulator: -3.3%

> CCSc1ncc(Cl)c(C(=O)N(Cc2ccccc2Cl)C2CCS(=O)(=O)C2)n1 (centres undefined)
- FLuc modulator: 7.3%

> COc1cccc(CNC(=O)CSc2n[nH]c(-c3ccccc3Cl)n2)c1OC
- FLuc modulator: -16.3%

> CC(C)CNC(=O)c1c(-c2ccccc2)c(-c2ccccc2)nn(C)c1=O
- FLuc modulator: 2.8%

> COc1ccccc1CNC(=O)CSc1ncc2c(n1)-c1ccc(Cl)cc1N(Cc1ccccc1)S2(=O)=O
- FLuc modulator: 4.1%

> CCOc1ccc(CCNC(=O)c2ccc3c(c2)sc2nc(-c4ccc(F)cc4)cn23)cc1OCC
- FLuc modulator: -8.5%

> CCN(CC)CCCNC(=O)c1ccc2c(c1)NC(=O)C(CS(=O)(=O)Cc1cccc(Br)c1)N2 (centres undefined)
- FLuc modulator: -5.4%

> COc1ccc(NC(=O)c2cc(C3CC3)nc3c2c(C)nn3-c2ccccc2)cc1
- FLuc modulator: -10.3%

> Clc1ccc2nc(NCc3ccccc3)c3nncn3c2c1
- FLuc modulator: 0.7%

> COc1ccc(NC(=O)c2oc3c(c2C)-c2nn(Cc4ccccc4Cl)cc2CC3)cc1OC
- FLuc modulator: -3.5%

Remaining list, next part.
> O=C(CNS(=O)(=O)c1ccc(Br)s1)N1CCN(c2ccccc2F)CC1
- FLuc modulator: 2.1%

> COc1ccc(C)cc1-n1c(-c2ccc(C)cc2)cc2c1CC(C)(C)CC2=O
- FLuc modulator: 5.9%

> O=C(NC1CC(=O)N(c2ccc(F)cc2)C1)C1CCCCC1 (centres undefined)
- FLuc modulator: 1.5%

> COc1ccc(S(=O)(=O)Nc2ccc3oc4c(c3c2)CCCC4)cc1
- FLuc modulator: ?

> Cc1nn(CCC(=O)Nc2cccc(C#N)c2)c(C)c1S(=O)(=O)N1CCC(C)CC1
- FLuc modulator: -1.4%

> CN(C)c1ccc(NC(=O)Cn2c(SCc3ccccc3F)nc3cccnc32)cc1
- FLuc modulator: -0.2%

> Cn1cc(C(=O)NCc2ccccc2)c(=O)c2cc(S(=O)(=O)N3CCCCCC3)ccc21
- FLuc modulator: -7.7%

> CCOC(=O)C1=C(CN2CCN(C)CC2)NC(=O)NC1c1ccc(F)cc1 (centres undefined)
- FLuc modulator: -2.5%

> CSc1ccc(CNC(=O)C2CCCN(S(=O)(=O)N(C)c3ccc(F)cc3)C2)cc1 (centres undefined)
- FLuc modulator: -0.7%

> CCCOc1ccc(C2C(=O)N(C3CCCCCC3)CC(=O)N2CCC)cc1OC (centres undefined)
- FLuc modulator: 2.6%

Additional compounds:
molecule | FLuc modulator
CC(CNC(=O)c1sc2ncccc2c1-n1cccc1)c1ccccc1 (centres undefined) | 4.7%
Cc1cc(F)ccc1NC(=O)c1ccc2nc(Cc3ccccc3)oc2c1 | -2.1%
COCc1cc(C)nc2sc3c(=O)n(-c4cc(C)ccc4C)nnc3c12 | 0.9%
CCN(C(=O)c1cc(S(=O)(=O)N2CCc3ccccc32)cn1C)c1cccc(C)c1 | -2.6%
Cc1ccc(C(=O)Nc2nc(-c3nnn(-c4cccc(C(F)(F)F)c4)c3C)ns2)cc1 | -2.1%
COc1cc(OC)c(OC)cc1/C=C/c1nc2cc3ccccc3cc2c(=O)n1-c1ccc(F)c(Cl)c1 | -1.3%
COc1ccccc1C(=O)N(Cc1ccco1)Cc1ccccc1F | -19.7%
COc1ccccc1N1CCN(C(=O)c2cnc(N3CCOCC3)c3ccccc23)CC1 | -5.7%
O=C(NCCSc1c(-c2ccccc2)[nH]c2ccccc12)c1ccc(S(=O)(=O)N2CCOCC2)cc1 | 1.6%
COc1ccc(CNC(=O)CSc2n[nH]c(-c3ccc(F)cc3)n2)cc1 | -15.8%
O=C(/C=C\c1ccc2c(c1)OCO2)NC1CC(=O)N(c2cccc(F)c2)C1 (centres undefined) | -1.5%
CC(=O)c1cc(C(=O)Nc2cccc(C)c2)c2ccccn12 | ?
COc1cc(C2CC(=O)Nc3c2c(C)nn3-c2nc(C)cc(C)n2)cc(OC)c1O (centres undefined) | -1.3%
Cc1cccc(-n2cc(-c3ccccc3)c3c(NC4CCCC4)ncnc32)c1 | -7.3%
CCSc1ncc(Cl)c(C(=O)Nc2nc3ccc(Cl)cc3s2)n1 | ?
O=c1oc2ccccc2n1CCCOc1ccccc1Cl | 12µM*
CCOC(=O)C1CCN(C(=O)Cn2ncc3c4ccccc4n(C)c3c2=O)CC1 | -11.5%
Cc1ccc2nc(Cl)c3cc(C(=O)N(C)C4CCCCC4)sc3c2c1 | -1.6%
O=C(NCCSCc1ccccc1Cl)C1CCN(S(=O)(=O)Cc2ccccc2)CC1 | -6.0%
Cc1ccc(N2CCn3c2nc2c3c(=O)n(CCCc3ccccc3)c(=O)n2C)cc1C | 5.5%
COc1cccc(-c2nnc(-c3cc4cc(Cl)ccc4oc3=O)o2)c1 | -1.8%
CCc1cccc(NC(=O)CCc2nc3cccnc3n2Cc2ccc(OC)cc2)c1 | -1.1%
CCc1ccc(NC(=O)CSc2nc3ccccc3c(=O)n2CCC(=O)NC2CCCCC2)cc1 | -3.3%
CCc1ccccc1NC(=O)Cn1nnc(C(=O)OC)c1C(=O)OC | 0.4%
Cc1ccc(NC(=O)Cn2c(=O)n(Cc3nc(-c4ccccc4)no3)c(=O)c3cc4c(cc32)OCO4)cc1F | -7.2%
Cc1cnc2c(c1SCC(=O)N(C)c1ccccc1)c(=O)n(C)c(=O)n2C | -1.5%
O=C(NC1(C(F)(F)F)C(=O)Nc2c1c(=O)[nH]c(=O)n2-c1ccc(Cl)cc1)c1ccccc1F (centres undefined) | 5.4%
CC(=O)Nc1ccc(NC(=O)c2ccc3c(c2)CCN3S(=O)(=O)c2ccc(C)cc2)cc1 | -0.2%
Cc1ccc(S(=O)(=O)c2cnc(SCC(=O)Nc3cccc(Cl)c3)nc2N)cc1C | -1.4%
CCOc1ccccc1NC(=O)CN1CCCN(Cc2cccc(Cl)c2)S1(=O)=O | -10.8%
CCOc1ccc(C(=O)NCc2nc3cccnc3n2Cc2ccc(F)cc2)cc1OCC | 0.1%
CCc1ccc(-c2csc(-c3cc4cc(Br)ccc4oc3=O)n2)cc1 | 6.0%
Cc1ccc(Cl)cc1N1CCN(C(=O)c2cn(CC(C)C)c(=O)c3c2c2ccccc2n3C)CC1 | 3.5%
Cc1c(C(=O)NCC(c2ccc(Cl)cc2)N2CCOCC2)oc2ccccc12 (centres undefined) | -14.0%
O=c1[nH]c(SCc2ccc([N+](=O)[O-])cc2)nc2c1CCCC2 | 0.7%
COc1cccc(NC(=O)CSc2ncc3c(n2)-c2ccc(Cl)cc2N(C)S3(=O)=O)c1 | -6.2%
CCOc1ccc(Br)cc1CNCCSc1nnnn1-c1ccccc1 | -1.9%
Cc1ccc(NC(=O)C2CCC(CNS(=O)(=O)c3cccs3)CC2)cc1C (centres undefined) | -10.2%
CCc1cccc(C)c1NC(=O)c1cc(S(=O)(=O)N(Cc2ccc(C(=O)OC)cc2)Cc2ccc(OC)c(OC)c2)ccc1F | 5.3%
COc1ccc(N2CC(NC(=O)c3ccc(S(=O)(=O)N4CCCC4)cc3)CC2=O)cc1 (centres undefined) | -1.8%
Cc1cc(C)c(S(=O)(=O)NCC(c2ccco2)N2CCOCC2)c(C)c1 (centres undefined) | 4.4%
COc1ccc(OC)c(NC(=O)N2CCC3(CC2)Oc2ccccc2C(=O)N3Cc2ccccc2F)c1 | -3.8%
CCOc1ccc2nc(N3CCCC(C(=O)NCCc4ccc(OC)cc4OC)C3)sc2c1 (centres undefined) | ?
Cc1ccc(N2CC(NC(=O)/C=C\c3ccc4c(c3)OCO4)CC2=O)cc1C (centres undefined) | ?
CCC(C(=O)NCCc1ccc(Cl)cc1)n1nc(C)c2c(C)n(-c3ccccc3)nc2c1=O (centres undefined) | -10.7%
CCc1ccc(-n2nc(CO)c(C(=O)NCc3ccccc3OC)n2)cc1 | -11.2%
CCOc1ccc(-c2ccc(NS(=O)(=O)c3ccc(C)cc3)cc2)nn1 | -1.3%
CC(C)N(C(=O)Cn1cc(SCC(=O)Nc2ccccc2F)c2ccccc21)C(C)C | 0.2%
CCCCOc1ccc(C(=O)Nc2ccc(-c3cc4ccccc4oc3=O)cc2)cc1 | -1.3%
CCc1ccc(CSc2nc(-c3ccc(OC)cc3)nc3c2Cc2c(CO)cnc(C)c2O3)cc1 | -0.6%
COc1cc(Cn2c(=O)sc3ccccc32)ccc1OCCC(C)C | -7.2%
Cc1ccc2c(CC(=O)Nc3c(C(=O)c4ccc(C)c(F)c4)oc4ccccc34)coc2c1 | -3.4%
Cc1ccc(NC(=O)CN2C(=O)C(c3ccccc3)=NC2(C)C)cc1C | -10.8%
O=C(CCS(=O)(=O)c1cc(Br)cc2c1N(C(=O)C1CC1)CC2)Nc1ccc(C(F)(F)F)cc1 | -0.6%
COc1ccc(-c2nc3c4ccccc4n(CC(=O)Nc4ccc(C(C)C)cc4)c(=O)n3n2)cc1 | 2.3%
COc1ccc(NC(=O)N2CCCn3nc(C)cc32)cc1OC | -4.7%
COc1cc(NC(=O)c2noc3c2CCc2ccccc2-3)cc(OC)c1OC | ?
Cc1cc(Cl)ccc1OCC(=O)N(Cc1ccco1)Cc1ccccc1F | ?
Cc1cccc(N2CCN(c3ncnc4c3cnn4-c3ccc(Cl)cc3)CC2C)c1 (centres undefined) | -1.6%

Source: PubChem

These rows are one share of the data; rates above refer to the full screens.
